Screening results deposited in PubChem by The Scripps Research Institute Molecular Screening Center.
TTR transcr act: TTR transcription activation, primary screen. SH-SY5Y TTR promoter Gaussia luciferase, luminescence; 100% = recombinant luciferase protein wells. activation, % at 16.7 µM. AID 1117267. 92,000 tested, 1.3% active;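 active = activation above the mean of all tested compounds plus 3 SD, cut at about 9.5% in these data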;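 also: cells exposed to compounds for one day before reading; 0% = median of all test compound wells on the plate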
The depositor's hits bear a star.

`CC1CCCN(C(=O)CNC(=O)Cn2ccc3ccccc3c2=O)C1` (stereo not drawn) gave TTR transcr act -1.9.
For Cc1nnc(N/N=C/c2cccs2)[nH]c1=O the results were TTR transcr act -1.3.
`Cc1ccc(CN2CCN(C(=O)c3cccc4ccccc34)CC2)cc1` gave TTR transcr act -2.2.
`CCOC(=O)CSc1n[nH]c(-c2cccnc2)n1` gave TTR transcr act 2.6.
CC1CCN(C(=O)c2ccc(N3C(=O)C4CCC(C)CC4C3=O)cc2)CC1 (stereo not drawn) was read as TTR transcr act 0.9.
Screening CN(/C=C1/C(=O)CNC1=O)CCO returned TTR transcr act -1.6.
For N#Cc1c(NCc2ccccc2)ccnc1NCc1cccnc1 the results were TTR transcr act -3.6.
O=C(Nc1cnn(Cc2ccc(F)cc2)c1)c1cc2nc(-c3ccco3)cc(C(F)(F)F)n2n1 was read as TTR transcr act -0.1.
OC(COC(c1ccccc1)c1ccccc1)CN1CCOCC1 (stereo not drawn) was read as TTR transcr act -1.8.
Screening CC1(C)CC(=O)C=C(c2ccccc2CO)C1=O returned TTR transcr act 1.4.
Screening CC(C)n1nnc(-c2ccc(OCc3ccccc3F)cc2)n1 returned TTR transcr act -1.8.
`O=C(NCCC1CCCCN1S(=O)(=O)c1ccccc1)C(=O)Nc1ccc(F)cc1` (stereo not drawn) gave TTR transcr act -1.7.
For CC(=O)N1CCN(C(=O)c2ccco2)CC1 the results were TTR transcr act -0.7.
Screening CN(c1ccc(C(=O)NCC2CCCO2)cc1)S(=O)(=O)c1ccccc1 (stereo not drawn) returned TTR transcr act -2.5.
COc1ccccc1NS(=O)(=O)c1cc(NC(=O)Cc2n[nH]c(=O)c3ccccc23)ccc1Cl was read as TTR transcr act -0.8.
Fc1ccc(Nc2nc(Oc3ccc4c(c3)OCO4)nc(N3CCOCC3)n2)c(F)c1 was read as TTR transcr act 0.6.
Screening COc1ccccc1N1CCN(c2nc3c(C)cccn3c(=O)c2C=O)CC1 returned TTR transcr act 0.8.
For CC(C)OC(=O)COc1ccc(-c2ccccc2)cc1 the results were TTR transcr act -2.1.
Screening COc1cc(-c2[nH]nc3c2C(c2ccoc2)C(C#N)=C(N)O3)cc(OC)c1OC (stereo not drawn) returned TTR transcr act 1.8.
O=C(NCC(=O)N1CCCC1)c1cccs1 was read as TTR transcr act -0.9.
Screening O=C(Cc1c[nH]c2ccccc12)Nc1nnc(C2CC2)s1 returned TTR transcr act 8.6.
Screening CCOC(=O)c1cc(-c2csc(-c3cccc(Cl)c3)n2)on1 returned TTR transcr act -0.1.
CC1=C(C(=O)Nc2ccccc2)C(c2cccs2)C(C#N)=C(SCC#N)N1 (stereo not drawn) was read as TTR transcr act -1.1.
For O=C(CN1CCN(S(=O)(=O)c2ccc(Br)cc2)CC1)N/N=C/c1ccncc1 the results were TTR transcr act -0.8.
Screening O=C(Nc1ccc(OCC(F)(F)C(F)F)c(C(F)(F)F)c1)c1ccc(Cl)cc1 returned TTR transcr act -6.6.
Screening Cc1ccc(N2C(=O)C3C4CCC(O4)C3C2=O)c(OC(F)F)c1 (stereo not drawn) returned TTR transcr act -1.0.
OCCNCCCCOc1ccccc1F was read as TTR transcr act -1.7.
Screening CCCCS(=O)(=O)N1CCCC(C(=O)Nc2ccc(Cl)cn2)C1 (stereo not drawn) returned TTR transcr act 0.5.
`COc1ccc(C(=O)NC(=S)Nc2nnn(C)n2)cc1` gave TTR transcr act 0.3.
`CCC(=O)Oc1ccc2oc(=O)cc(C)c2c1` gave TTR transcr act 1.8.
`O=C(CN(C(=O)CCC(=O)Nc1ccccn1)C1CCCC1)NCc1ccccc1` gave TTR transcr act -1.9.
Screening CN(C(=O)c1cccc(NC(=O)Cc2ccc(NC(=O)C3CCN(C(=O)C4CCC4)CC3)cc2)c1)C1CCC1 returned TTR transcr act -1.6.
For O=S(=O)(NCc1cccs1)NCc1ccccc1F the results were TTR transcr act 4.2.
`Clc1ccc(SCc2nc3ccccc3[nH]2)cc1` gave TTR transcr act 5.6.
`CC(=O)C1=C(C)NC(C)=C(C(C)=O)C1c1ccccc1` gave TTR transcr act -0.4.
`Fc1cccc(Cl)c1CNn1cn[nH]c1=S` gave TTR transcr act 0.9.
CCn1c(CC(=O)Nc2ccccc2Cl)nnc1SCC(=O)NC1CCCC1 was read as TTR transcr act 0.1.
`Nc1[nH]c(C(=O)c2ccccc2)c(-c2ccncc2)c1C(=O)NC1CC1` gave TTR transcr act -0.3.
For COc1cc(-c2nc3cnccn3c2Nc2ccc(C(C)C)cc2)ccc1O the results were TTR transcr act -5.6.
Screening O=[N+]([O-])c1csc2ccccc12 returned TTR transcr act -1.4.

As a short view, some entries already given.
Screening CCOC(=O)c1cc(-c2csc(-c3cccc(Cl)c3)n2)on1 returned TTR transcr act -0.1.
CC1=C(C(=O)Nc2ccccc2)C(c2cccs2)C(C#N)=C(SCC#N)N1 (stereo not drawn) was read as TTR transcr act -1.1.
For O=C(CN1CCN(S(=O)(=O)c2ccc(Br)cc2)CC1)N/N=C/c1ccncc1 the results were TTR transcr act -0.8.
Screening O=C(Nc1ccc(OCC(F)(F)C(F)F)c(C(F)(F)F)c1)c1ccc(Cl)cc1 returned TTR transcr act -6.6.
Screening Cc1ccc(N2C(=O)C3C4CCC(O4)C3C2=O)c(OC(F)F)c1 (stereo not drawn) returned TTR transcr act -1.0.
OCCNCCCCOc1ccccc1F was read as TTR transcr act -1.7.
Screening CCCCS(=O)(=O)N1CCCC(C(=O)Nc2ccc(Cl)cn2)C1 (stereo not drawn) returned TTR transcr act 0.5.
`COc1ccc(C(=O)NC(=S)Nc2nnn(C)n2)cc1` gave TTR transcr act 0.3.
`CCC(=O)Oc1ccc2oc(=O)cc(C)c2c1` gave TTR transcr act 1.8.
`O=C(CN(C(=O)CCC(=O)Nc1ccccn1)C1CCCC1)NCc1ccccc1` gave TTR transcr act -1.9.
Screening CN(C(=O)c1cccc(NC(=O)Cc2ccc(NC(=O)C3CCN(C(=O)C4CCC4)CC3)cc2)c1)C1CCC1 returned TTR transcr act -1.6.
For O=S(=O)(NCc1cccs1)NCc1ccccc1F the results were TTR transcr act 4.2.
`Clc1ccc(SCc2nc3ccccc3[nH]2)cc1` gave TTR transcr act 5.6.
`CC(=O)C1=C(C)NC(C)=C(C(C)=O)C1c1ccccc1` gave TTR transcr act -0.4.
`Fc1cccc(Cl)c1CNn1cn[nH]c1=S` gave TTR transcr act 0.9.
CCn1c(CC(=O)Nc2ccccc2Cl)nnc1SCC(=O)NC1CCCC1 was read as TTR transcr act 0.1.

Next compounds:
Screening NC(=O)c1ccc(NC(=O)COC(=O)CCc2ccc(S(=O)(=O)N3CCCCC3)cc2)cc1 returned TTR transcr act -1.5.
`O=C(CO/N=C/c1ccc(Cl)cc1Cl)NNC(=O)c1ccc(Cl)cc1Cl` gave TTR transcr act -0.1.
Screening O=C(N/N=C/c1ccc2c(c1)OCO2)C(=O)Nc1cccc(Cl)c1 returned TTR transcr act -0.2.
`C[C@H]1CN([C@@H](C)CO)C(=O)CCCn2cc(nn2)CO[C@@H]1CN(C)C(=O)Nc1ccc2c(c1)OCCO2` gave TTR transcr act -1.3.
C#CCOCCOCCOCCNc1nc(N2CCN(C(=O)[C@H](CCCN=C(N)N)n3cc(C(N)[C@@H](C)CC)nn3)CC2)nc(N2CCN(C(=O)[C@H](CC(N)=O)n3cc([C@@H](N)C(C)C)nn3)CC2)n1 (stereo partly drawn) was read as TTR transcr act -0.9.
Screening CCOC(=O)c1c(NC(=O)CNC2CCCCC2)sc(C)c1C returned TTR transcr act 1.0.
CN(C)C(=O)NC1C=CS(=O)(=O)C1 (stereo not drawn) was read as TTR transcr act -1.6.
For COc1cc(/C=N/n2c(-c3ccccc3)n[nH]c2=S)cc(OC)c1OC the results were TTR transcr act 1.3.
C#CCNCCS(=O)(=O)N(Cc1ccc(Br)cc1)[C@@H](CC(C)C)C(=O)O was read as TTR transcr act -0.4.
For CCOCCCNC(=O)c1cc2c(=O)n3cccc(C)c3nc2n1C the results were TTR transcr act -0.2.
Screening CCn1ccnc1CN(C)Cc1cn(C)nc1-c1ccccc1F returned TTR transcr act 0.7.
For CC/C(=N\NC(N)=O)c1ccc(OC(F)F)cc1 the results were TTR transcr act -1.9.
Cc1[nH]c2ccccc2c1/C=N/Nc1nc2ccccc2[nH]1 was read as TTR transcr act -7.3.
For COc1ccccc1N(CC(=O)N1CCOCC1)S(C)(=O)=O the results were TTR transcr act 5.8.
Cc1ccc(-n2c(SCC(=O)N3CCCc4ccccc43)nnc2-c2cccnc2)c(C)c1 was read as TTR transcr act 0.9.
Screening Cn1cccc1C(=O)c1ccc(Cl)cc1Cl returned TTR transcr act 1.3.
`O=S(=O)(Nc1cccc(Cl)c1)c1ccc(-n2cccn2)cc1` gave TTR transcr act -0.6.
Screening COc1ccc(C(=O)C2CCCN(C(=O)c3cc(C)on3)C2)cc1F (stereo not drawn) returned TTR transcr act -2.3.
For N/C(=N\S(=O)(=O)c1cc(C(F)(F)F)cc(C(F)(F)F)c1)c1ccccc1 the results were TTR transcr act 0.7.
COc1cccc(-c2ccc3c(c2)C2CC3CCN2C(=O)c2ccc(Cl)cc2)c1 (stereo not drawn) was read as TTR transcr act 0.5.
For COc1ccc(C(=O)NNC(=O)CSc2nnc3ccccn23)cc1OC the results were TTR transcr act 4.0.
Screening Nc1nonc1N/N=C\c1ccccc1 returned TTR transcr act -0.4.
Screening S=C(NCc1ccccc1)N/N=C/c1cccs1 returned TTR transcr act -1.3.
Cc1cc(C)nc(N2CCCC(C(=O)NC3CC3)C2)n1 (stereo not drawn) was read as TTR transcr act -1.8.
`CC(=O)N1C(C)(C)CC(=NOS(=O)(=O)c2ccccc2)CC1(C)C` gave TTR transcr act 1.6.
Screening CCOC(=O)c1c(NC(=O)c2ccccc2)sc2c(O)c(CN(CC)CC)ccc12 returned TTR transcr act 1.8.
Screening COc1ccc(C(=O)Nc2cccc(/C(C)=N/NC(=O)c3ccc([N+](=O)[O-])cc3)c2)cc1OC returned TTR transcr act -2.1.
Screening CCc1nc2ccccc2nc1N1CCN(S(=O)(=O)c2c(C)cc(Cl)cc2C)CC1 returned TTR transcr act 4.9.
`CC(=O)Nc1cccc(C(=O)/C=C/c2ccc(C)cc2)c1` gave TTR transcr act -3.2.
CC12CCC(=O)N1C(C(=O)Nc1nc3ccc(Cl)cc3s1)CS2 (stereo not drawn) was read as TTR transcr act -2.5.
`CCCCn1c(N)c(N(CCC(C)C)C(=O)c2ccc(-c3ccc([N+](=O)[O-])cc3)o2)c(=O)[nH]c1=O` gave TTR transcr act -0.1.
Screening CSCCC(NC(=O)c1ccccc1)C(=O)NNC(=O)c1ccccc1 (stereo not drawn) returned TTR transcr act -1.0.
For COc1ccccc1CCC(=O)OCc1csc(CC(=O)Nc2ccccc2C)n1 the results were TTR transcr act 0.3.
Screening Cc1cc(C)c(C)c(S(=O)(=O)N2CCN(C(=O)c3ccco3)CC2)c1C returned TTR transcr act 0.1.
For Nc1[nH]c(=O)[nH]c(=O)c1N=Nc1ccccc1Cl the results were TTR transcr act -0.1.
`COC(=O)c1ccc(NC(=O)CCN2CCN(CCC(=O)Nc3ccc(C(=O)OC)cc3)CC2)cc1` gave TTR transcr act -6.8.
`CCOC(=O)Cc1csc(SCC(=O)NC(C)C23CC4CC(CC(C4)C2)C3)n1` (stereo not drawn) gave TTR transcr act 8.9.
`C=CCC[C@@H](Cc1ccc(F)cc1)C(=O)OCCNC(=O)[C@@H](CC=C)CC(=O)N[C@@H](CO)Cc1ccccc1` gave TTR transcr act -1.8.
For CCOC(=O)Cc1nnc(NC(=O)C(CC)Sc2nncn2C)s1 (stereo not drawn) the results were TTR transcr act -1.1.
`CCCCNc1c([N+](=O)[O-])cc(C(=O)O)cc1[N+](=O)[O-]` gave TTR transcr act -0.5.
Screening COc1ccc(C(CCN2CCCC2)c2c(OC)cc(OC)c3c(-c4ccccc4)cc(=O)oc23)cc1 (stereo not drawn) returned TTR transcr act -3.7.
O=C(/C=C/c1ccco1)NC1=NCCS1 was read as TTR transcr act 5.6.
COc1ccc(NC(=O)C2CC(=O)N(c3ccccc3F)C2)cc1S(=O)(=O)N1CCCCC1 (stereo not drawn) was read as TTR transcr act 0.9.
For CCOC1=C2CN(S(=O)(=O)c3ccc(C)cc3)[C@H](c3ccccc3)C[C@@H]2N(S(=O)(=O)c2ccc(Br)cc2)[C@H](c2ccccc2)C1 the results were TTR transcr act 0.3.
For O=C(Cn1c(NCCO)nc2ccccc21)c1ccc([N+](=O)[O-])cc1 the results were TTR transcr act 1.0.
CCOC(=O)Nc1cccc(Nc2ccccc2)c1 was read as TTR transcr act 1.1.
Cc1sc2c(c1C)C(=O)/C(=C\Nc1ccncc1)S(=O)(=O)N2C was read as TTR transcr act 0.2.
`CCOC(=S)SCC(=O)Nc1nc(-c2ccc(Br)cc2)cs1` gave TTR transcr act -3.0.
`C/C(=N\N=C1\NC(=O)CC(C(=O)O)S1)c1ccc(F)cc1` (stereo not drawn) gave TTR transcr act -1.8.
For CCOC(=O)CCNC(=O)N1CCCC(CCC(=O)N(C)CCc2ccccn2)C1 (stereo not drawn) the results were TTR transcr act 6.7.
For OC(CNCC1CCCO1)Cn1c2ccccc2c2ccccc21 (stereo not drawn) the results were TTR transcr act 4.1.
`COc1ccc(OC)c(C(O)c2nc3ccccc3n2C(C)C)c1` (stereo not drawn) gave TTR transcr act 0.9.
`CCOC(=O)c1nc(Nc2ccc(Nc3ccccc3)cc2)c2ccccc2n1` gave TTR transcr act -1.9.
`COc1ccccc1NC(=O)COC(=O)c1ccc2c(c1)nc(C)n2-c1ccccc1` gave TTR transcr act 0.2.
Screening CCC(CC)C(=O)Nc1ccc(Cl)c(Cl)c1 returned TTR transcr act -0.5.
Screening N#CCCN(Cc1cccnc1)C(=S)Nc1ccc(OC(F)F)cc1 returned TTR transcr act 0.3.
Cc1ccc(C(=O)N2CC(=O)NC(=O)C2)cc1 was read as TTR transcr act 2.5.
For Cc1ccc(NC(=O)c2sc(=S)n(-c3cc(C)ccc3F)c2N)cc1 the results were TTR transcr act -2.0.
O=C(NCCCN1CCOCC1)C(=O)NCc1ccco1 was read as TTR transcr act 3.9.
For CC1CCCCN1C(=O)CSc1nc2ccccc2n1CC(=O)N1CCc2ccccc21 (stereo not drawn) the results were TTR transcr act -1.4.

Some of the compounds tested; the hit share may differ from the screen's.
